# Screens deposited in PubChem BioAssay by National Center for Advancing Translational Sciences (NCATS).
# GLP-1R inv ag: qHTS of GLP-1 Receptor Inverse Agonists (Inhibition Mode). AID 624417, 2012. Glucagon-like peptide 1 receptor (Homo sapiens), P43220. Potency, µM (doses to about 38.3 µM), for inactives: at the highest dose activity change, negative = inhibition, usual class: inhibitors. HEK293 GLP-1R CRE-luciferase, luminescence, 24 h; GLP-1R form is constitutively active. hit rate 1.6% among 410,000; note: potency is the fitted concentration of half-maximal effect; % is set by controls: 0 for no effect and ±100 for the full control effect; nearly all actives have a fitted effect of over 55% in size
# Target sequence (P43220 whole entry, looked up): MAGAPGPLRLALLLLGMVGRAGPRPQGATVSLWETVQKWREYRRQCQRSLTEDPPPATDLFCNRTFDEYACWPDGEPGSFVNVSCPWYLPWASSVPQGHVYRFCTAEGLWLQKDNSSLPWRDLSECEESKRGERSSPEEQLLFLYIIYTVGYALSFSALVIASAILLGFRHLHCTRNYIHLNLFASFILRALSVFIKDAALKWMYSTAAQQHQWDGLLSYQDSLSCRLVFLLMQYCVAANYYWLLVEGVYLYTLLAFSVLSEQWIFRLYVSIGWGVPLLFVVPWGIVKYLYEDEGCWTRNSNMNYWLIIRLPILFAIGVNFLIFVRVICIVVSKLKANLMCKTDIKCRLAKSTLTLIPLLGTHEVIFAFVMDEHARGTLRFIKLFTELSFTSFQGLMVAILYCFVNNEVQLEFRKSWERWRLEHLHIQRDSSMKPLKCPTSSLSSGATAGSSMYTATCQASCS
#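 Assay principle: reduced luminescence from a cAMP-responsive reporter in HEK293 cells co-expressing a constitutively active GLP-1R. Conditions: 24 hr compound incubation, 37 deg C, 5% CO2.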
# EPAC1 antag: qHTS for Antagonist of cAMP-regulated guanine nucleotide exchange factor 3 (EPAC1): primary screen | Rap guanine nucleotide exchange factor 3 (Homo sapiens), O95398 | EPAC1 GEF assay, Rap1b-BODIPY-GDP exchange fluorescence | Potency, µM (series often up to 115 µM), for the others: at the highest dose activity change, negative = inhibition, hits mostly inhibitors | hit rate 0.14% among 360,000 | AID 720709, 2013;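 note: potency is the fitted concentration of half-maximal effect; plate controls were vehicle for no effect and positive control for full effect; nearly all actives have a fitted effect of over 50% in size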
# PLK1 PBD block: qHTS for Inhibitors of PLK1-PDB (polo-like kinase 1 - polo-box domain): Primary Screen; Potency, µM, inactives show max response, negative = inhibition, usual class: inhibitors; AID 720504, 2013; Plk1 PBD binding of FITC phosphopeptide, fluorescence polarization; hit rate 2.8% among 360,000; note: potency is the fitted concentration of half-maximal effect; series mostly up to about 57 µM; % is set by controls: 0 for no effect and ±100 for the full control effect; nearly all actives have a fitted effect of over 65% in size
# IL2 activator: qHTS of IL-2 Activators; hit rate 0.065% among 360,000; activation, % (series mostly up to about 46 µM); IL-2 activation reporter assay, cell-based qHTS; stimulated with anti-CD3/CD4/CD28 beads; in transgenic mouse T cells; in the data active = activation above about 50%; inconclusive = mostly about 30% to 49%; note: 0% is about no effect
#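 Unstimulated transgenic mouse T cells preincubated 60 min with compound, then stimulated with anti-CD3/anti-CD4-coated beads plus anti-CD28 for 18 h at 37 degrees C. IL-2 response read as EGFP and DsRed fluorescence by plate cytometry.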
# GLP1R ag: qHTS of GLP-1 Receptor Agonists. Glucagon-like peptide 1 receptor (Homo sapiens), P43220. Potency, µM (titrated, usually from 45.6 µM), for the others: at the highest dose activation, usual class: activators. HEK293 GLP-1R CRE-luciferase, luminescence, 4-6 h; cells express a hypersensitive GLP-1R form. hit rate 0.007% among 380,000; note: potency is the fitted concentration of half-maximal effect; % of control where 0% means no effect
# EPAC1 agonist: qHTS for Agonist of cAMP-regulated guanine nucleotide exchange factor 3 (EPAC1): primary screen; Rap guanine nucleotide exchange factor 3 (Homo sapiens), O95398; EPAC1 agonist qHTS, biochemical assay; response scale: 100% = response to 6.5 mM cAMP; Potency, µM (titrated, usually from 154 µM), inactives show at the highest dose activation, hits mostly activators; hit rate 0.073% among 360,000; AID 720707, 2013; note: potency is the fitted concentration of half-maximal effect; nearly all actives have a fitted effect of over 60% in size
#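 Read-out is the fluorescence drop as BODIPY-GDP leaves Rap1B (480 nm excitation, 540 nm emission), recorded every 5 minutes over 30 minutes. Reactions held 100 nM EPAC1, 250 nM Rap1B–BODIPY-GDP and 50 uM GDP, with 6.5 mM cAMP setting full activation.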
# PTHR1 ag: qHTS for PTHR1 Agonists: Primary Screen; Parathyroid hormone/parathyroid hormone-related peptide receptor (Homo sapiens), Q03431; hit rate 0.075% among 410,000; HEK293 GP2 PTHR1 cells, GloSensor cAMP luminescence, 1 h; Potency, µM (doses to about 115 µM), inactives show top-dose activation, hits mostly activators; note: potency is the fitted concentration of half-maximal effect; nearly all actives have a fitted effect of over 55% in size; some results filed as inactive show a strong effect at the top dose; inactives centre near -15; many of its hits are not listed in these tables
#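 HEK-293-derived GP2 cells expressing PTHR1 and a GloSensor cAMP reporter, 3,000/well, plated overnight, given luciferin plus IBMX (each 0.5 mM as added) for 1 h at 37 °C, then compound for 1 h at 37 °C. Luminescence was read after 15 min at room temperature.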
# PI5P4Ka inh: qHTS for Inhibitors of phosphatidylinositol 5-phosphate 4-kinase (PI5P4K); Phosphatidylinositol 5-phosphate 4-kinase type-2 alpha (Homo sapiens), P48426; PI5P4Kalpha enzyme, ADP-Glo luminescence, 60 min; stronger effect = lower value; max response, %; hit rate 1.2% among 330,000; active = max response of -50% or lower; inconclusive = between -30% and -50%; inactive = -30% or higher; note: value at the top dose of about 77 µM; % is set by controls: 0 for no effect and ±100 for the full control effect
# Target sequence (P48426 whole entry, looked up): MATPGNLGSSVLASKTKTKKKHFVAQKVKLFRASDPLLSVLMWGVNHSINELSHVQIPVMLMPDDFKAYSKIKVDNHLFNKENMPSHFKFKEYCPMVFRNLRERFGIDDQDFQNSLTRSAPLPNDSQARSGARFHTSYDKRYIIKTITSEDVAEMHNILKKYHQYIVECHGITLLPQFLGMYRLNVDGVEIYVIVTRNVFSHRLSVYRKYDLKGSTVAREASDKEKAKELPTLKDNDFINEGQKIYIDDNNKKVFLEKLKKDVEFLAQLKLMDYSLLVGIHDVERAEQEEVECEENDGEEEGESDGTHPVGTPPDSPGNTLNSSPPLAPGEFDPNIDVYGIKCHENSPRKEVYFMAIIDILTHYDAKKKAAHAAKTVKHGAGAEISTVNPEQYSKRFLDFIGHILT
#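 qHTS, 1536-well: enzyme/substrate mix, compound by pin tool, 5 microM ATP final; RT 60 min; ADP-Glo reagents 1 (45 min) then 2 (30 min); luminescence.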
# HEK293 tox: qHTS of GLP-1 Receptor Inverse Agonists: Cytotox Screen; HEK293 cAMP-luciferase reporter cells, luminescence, 24 h; Potency, µM (highest dose often 38.3 µM), without a hit: top-dose activity change, negative = inhibition, usual class: inhibitors; hit rate 0.13% among 410,000; AID 624418, 2012;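 note: loss of luciferase light is scored as toxicity; potency is the fitted concentration of half-maximal effect; % is set by controls: 0 for no effect and ±100 for the full control effect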
#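 Compound-treated cells are incubated 24 hr at 37 deg C under 5% CO2 after a 12 hour attachment period, then luciferase detection reagent is added and luminescence is measured following 12 min at room temperature; lowered signal indicates toxicity.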
# * = called active by the depositor; i = inactive; ? = inconclusive; · = not tested or not shown; [ ] = another dose, or the depositor's remark. Unless noted, calls come from the whole dose curve; as a rule, active = well fitted curve in the direction sought with a large enough effect; inconclusive = small, poorly fitted or top-dose-only effect, or another doubt; inactive = no such curve, though single readings can be large; an effect the other way counts as inactive or inconclusive. Not all compounds are listed, so the mix of outcomes need not match the whole.
# The opening 6 compounds, ahead of the listing:
no.	Structure	PI5P4Ka inh	IL2 activator	PTHR1 ag	GLP1R ag	EPAC1 agonist	EPAC1 antag	HEK293 tox	PLK1 PBD block	GLP-1R inv ag
1	COc1cc(C(c2c(C)[nH]n(-c3ccccc3)c2=O)c2c(C)[nH]n(-c3ccccc3)c2=O)cc(OC)c1OC	·	-0.5	-85.8%[inhibitor]	2.3%	·	-12.7%	10.6%	2.12µM*	-18.6%
2	O=P(N1CC1)(N1CC1)N1CCc2ccccc21	-0.3	-0.2	-1.5%	8.4%	-0.4%	-16.0%	-2.6%	-3.5%	0.3%
3	CCOP(=O)(OCC)c1nc(-c2ccc(F)cc2)oc1NCc1ccccc1	10.1	-0.7	?	1.6%	-12.8%	-20.5%	0.1%	-16.2%	?
4	Cc1[nH]n(-c2ccccc2)c(=O)c1/C=N/Nc1nncc(-c2ccccc2)n1	·	-1.9	-24.0%[57.5 µM]	-6.4%	0.2%	-4.3%	?	-9.4%	?
5	CCOc1cc2c(cc1OCC)-n1cccc1C(c1ccc(OC)c(OC)c1)NC2 (stereo not given)	-4.5	-4.8	i	6.4%	-0.7%	-10.1%	-12.4%	-5.0%	?
6	COC(=O)C1=C(N)OC(C)=C(C(C)=O)C12C(=O)N(C)c1ccccc12 (stereo not given)	10.5	-5.1	-15.7%	2.5%	-4.5%	6.3%	-0.3%	-2.6%	-5.9%

# This part in full, from the first entry:
no.	Structure	PI5P4Ka inh	IL2 activator	PTHR1 ag	GLP1R ag	EPAC1 agonist	EPAC1 antag	HEK293 tox	PLK1 PBD block	GLP-1R inv ag
1	COc1cc(C(c2c(C)[nH]n(-c3ccccc3)c2=O)c2c(C)[nH]n(-c3ccccc3)c2=O)cc(OC)c1OC	·	-0.5	-85.8%[inhibitor]	2.3%	·	-12.7%	10.6%	2.12µM*	-18.6%
2	O=P(N1CC1)(N1CC1)N1CCc2ccccc21	-0.3	-0.2	-1.5%	8.4%	-0.4%	-16.0%	-2.6%	-3.5%	0.3%
3	CCOP(=O)(OCC)c1nc(-c2ccc(F)cc2)oc1NCc1ccccc1	10.1	-0.7	?	1.6%	-12.8%	-20.5%	0.1%	-16.2%	?
4	Cc1[nH]n(-c2ccccc2)c(=O)c1/C=N/Nc1nncc(-c2ccccc2)n1	·	-1.9	-24.0%[57.5 µM]	-6.4%	0.2%	-4.3%	?	-9.4%	?
5	CCOc1cc2c(cc1OCC)-n1cccc1C(c1ccc(OC)c(OC)c1)NC2 (stereo not given)	-4.5	-4.8	i	6.4%	-0.7%	-10.1%	-12.4%	-5.0%	?
6	COC(=O)C1=C(N)OC(C)=C(C(C)=O)C12C(=O)N(C)c1ccccc12 (stereo not given)	10.5	-5.1	-15.7%	2.5%	-4.5%	6.3%	-0.3%	-2.6%	-5.9%
7	O=C(Nc1nnc(-c2ccco2)o1)c1ccc2ccccc2c1	-5.9	-0.2	-16.8%	-2.7%	-21.6%	-12.1%	?	?	?
8	O=C(Cc1ccc(Br)cc1)NCc1ccccc1	2.6	-0.1	-21.3%	0.0%	1.3%	-1.2%	?	-4.3%	?
9	CC(=O)c1c(O)n(C)c(=S)n(-c2ccccc2)c1=O	-0.8	-0.3	i	0.8%	13.9%	-6.8%	1.5%	-14.4%	29.5%
10	COc1ccccc1C1=NCc2nnc(CSC)n2-c2ccc(Cl)cc21	1.1	1.2	-5.7%	11.2%	3.0%	-5.5%	-11.1%	2.7%	-28.4%
11	Cc1ccc(-n2c(O)c(C=N)c(=O)n(-c3ccc(C)cc3)c2=O)cc1	-2.0	-1.2	-8.7%	1.6%	-2.1%	-9.0%	-8.0%	1.8%	-20.2%
12	CCNC(=S)Nc1ccc(Oc2ccccc2)cc1	10.5	1.1	-62.0%[inhibitor]	0.8%	5.5%	-0.7%	?	-9.5%	?
13	Cn1cccc1/C=C1/C(=O)NC(=O)N(Cc2ccc(F)cc2)C1=O	-65.4*	1.5	-17.2%	6.2%	1.7%	?	-25.2%	?	7.2%
14	Cc1cc(N(CCCl)CCCl)ccc1C=NNC(=O)c1cccnc1	-0.8	-0.3	-18.7%	17.9%	0.0%	?	-13.3%	-7.4%	?
15	Cn1cccc1/C=C1/C(=O)NC(=S)N(Cc2ccc(F)cc2)C1=O	-94.4*	-3.7	-32.0%[inhibitor]	-6.5%	-11.7%	15.8µM*	-21.3%	0.67µM*	-23.7%
16	COc1ccc(C2C(C#N)=C(N)Oc3n[nH]c(C)c32)cc1Cn1cc([N+](=O)[O-])cn1 (stereo not given)	-25.7	-0.2	-16.2%	-14.7%	3.1%	3.1%	-25.1%	?	-7.1%
17	O=C1CC(=O)N(c2cccc(Cl)c2)C(=O)N1	·	-0.9	i	1.4%	9.3%	10.1%	3.1%	-25.5%	3.6%
18	CC(c1ccccc1F)n1cc(C(=O)Nc2ccc3nc[nH]c3c2)nn1 (stereo not given)	-6.8	-3.6	-6.0%[57.5 µM]	-1.9%	-3.4%	-1.6%	-1.2%	-3.6%	15.3%
19	O=c1c2cc(NC(=S)NCCCN3CCC(Cc4ccccc4)CC3)ccc2nc2n1CCCCC2	-3.2	-4.7	-30.0%[inhibitor]	9.9%	-10.5%	0.5%	?	8.1%	2.24µM*
20	CC(=O)NC(Cc1ccc(N(CCCl)CCCl)cc1)C(=O)NC(C(=O)O)C(C)C (stereo not given)	1.3	6.6	i	-0.4%	6.5%	3.1%	-2.5%	-4.5%	12.2%
21	CC(=O)c1cccc(-c2ccnc3c2CC(C(=O)NCCc2ccccc2)O3)c1 (stereo not given)	-0.5	-0.5	-9.6%	14.5%	-7.8%	2.3%	-30.0%	0.2%	?
22	C[C@@H]1C(=O)O[C@H]2C[C@@]34[C@H]5C[C@@H](C(C)(C)C)[C@]36[C@@H](OC(=O)[C@@H]6O)O[C@@]4(C(=O)O5)[C@]21O	6.1	-0.6	i	1.7%	0.2%	2.6%	2.1%	3.9%	9.8%
23	CCOC(=O)c1c(C)n(Cc2ccccc2)c2ccc(OCC(O)Cn3nc(C)cc3C)cc12 (stereo not given)	-0.7	-0.5	-1.3%	4.2%	1.1%	-9.4%	-28.0%	-22.0%	?
24	O=C1c2cccc3cccc(c23)C(=O)N1CCN1CCN(CC(O)COCc2ccc(Cl)cc2)CC1 (stereo not given)	11.1	0.2	-17.4%	-22.6%	2.2%	-13.8%	?	2.5%	?
